Compound activity from PubChem.
MazEF act: activators of E. coli MazEF toxin-antitoxin RNase, primary screen, biochemical, fluorescence, uHTS; Endoribonuclease toxin MazF (Escherichia coli (strain K12)), P0AE70; FAM/BHQ RNA-DNA oligo cleavage fluorescence, 5 h; activation, % at 20 µM; hit rate 0.32% among 350,000; AID 504720, 2011; in the data active means activation above about 50%
Target sequence (P0AE70 whole entry, looked up): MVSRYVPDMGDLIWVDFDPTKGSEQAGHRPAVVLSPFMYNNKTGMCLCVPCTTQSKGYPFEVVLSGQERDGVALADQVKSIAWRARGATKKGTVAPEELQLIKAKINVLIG
Anthrax LF inh2: Bacillus anthracis LF protease inhibitors, primary screen, biochemical, multiplex microsphere, MLPCN library | inhibition, % at 10 µM | hit rate 0.12% among 360,000 | multiplex microsphere protease cleavage assay | Lethal factor (Bacillus anthracis), P15917 | AID 588501, 2011; further: plate controls were buffer without enzyme for full effect and enzyme alone for no effect
SSB-PriA inh: inhibitors of Klebsiella pneumoniae PriA binding to SSB C-terminal tail, primary screen, biochemical, AlphaScreen; PriA–SSB C-terminal tail interaction (Klebsiella pneumoniae); AlphaScreen SSBct-PriA binding, biotinylated peptide; inhibition, % at 33 µM; hit rate 0.6% among 430,000; AID 1272365, 2023; in the data active means inhibition mostly above about 37%, no sharp cut-off; inactive means mostly below about 20%;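 further: plate controls were negative control peptide for no effect and reference peptide for full effect; strong numbers were not always called active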
BoNT F protease: BoNT/F light chain protease inhibitors, primary screen, biochemical, flow cytometry, MLPCN library; Botulinum neurotoxin type F light chain protease (Clostridium botulinum); Multiplex microsphere protease cleavage assay; inhibition, % at 10 µM; hit rate 0.22% among 360,000; in the data active means inhibition above about 35%, passing the limit was not always enough; inconclusive means no clear call, values can overlap the other calls; further: plate controls were buffer without enzyme for full effect and enzyme alone for no effect
Rv3671c protease: Rv3671c serine protease inhibitors, primary screen, biochemical, fluorescence polarization, M. tuberculosis H37Rv; P9WHR9; AID 2606, 2010; hit rate 0.048% among 320,000; inhibition, % at 5.96 µM; in the data active means inhibition above about 38%;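 further: extracellular domain of Rv3671c used as enzyme; 0% = enzyme with DMSO and 100% = no enzyme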
Target sequence (P9WHR9 whole entry, looked up, the tested form may be a part): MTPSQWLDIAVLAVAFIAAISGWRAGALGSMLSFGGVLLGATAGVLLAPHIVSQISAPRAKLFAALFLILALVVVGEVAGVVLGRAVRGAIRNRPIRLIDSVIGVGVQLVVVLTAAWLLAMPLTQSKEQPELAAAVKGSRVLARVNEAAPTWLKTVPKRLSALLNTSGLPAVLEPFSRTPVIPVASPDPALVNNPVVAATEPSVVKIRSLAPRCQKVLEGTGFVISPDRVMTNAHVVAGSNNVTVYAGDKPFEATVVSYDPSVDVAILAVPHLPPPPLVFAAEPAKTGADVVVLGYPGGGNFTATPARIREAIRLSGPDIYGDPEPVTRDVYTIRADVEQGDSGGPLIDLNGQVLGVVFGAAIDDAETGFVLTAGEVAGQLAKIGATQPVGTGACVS
3CLpro inhibitor: SARS-CoV 3CLpro protease inhibitors, primary screen, biochemical, quenched FRET; Replicase polyprotein 1ab (Severe acute respiratory syndrome coronavirus), P0C6X7; recombinant SARS-CoV 3CLpro, quenched FRET peptide cleavage; inhibition, % at 6 µM; hit rate 0.14% among 290,000; in the data active means inhibition above about 12%
BoNT-A LC inh2: BoNT/A light chain protease inhibitors, primary screen, biochemical, flow cytometry, MLPCN library; AID 588499, 2011; inhibition, % at 10 µM; hit rate 0.17% among 360,000; multiplex microsphere protease substrate cleavage; Botulinum neurotoxin type A light chain protease (Clostridium botulinum A str. ATCC 3502); further: plate controls were buffer without enzyme for full effect and enzyme alone for no effect
CCHF vOTU inh: CCHFV vOTU protease inhibitors, primary screen, biochemical, Pep-AMC substrate, fluorescence; Crimean-Congo hemorrhagic fever virus L polyprotein viral ovarian tumor (vOTU) protease …; inhibition, % at 11.5 µM; hit rate 0.55% among 370,000; AID 651958, 2012; in the data active means inhibition above about 30%; further: 0% = vehicle wells with enzyme and 100% = no enzyme wells
DUSP3 inh: VHR1 phosphatase inhibitors, primary screen, biochemical, absorbance, uHTS; Dual specificity protein phosphatase 3 (Homo sapiens), P51452; inhibition, % at 13.3 µM; recombinant VHR phosphatase, pNPP absorbance; hit rate 0.52% among 290,000; in the data active means inhibition above about 50%; further: some compounds called inactive have numbers as strong as hits
Target sequence (P51452 whole entry, looked up): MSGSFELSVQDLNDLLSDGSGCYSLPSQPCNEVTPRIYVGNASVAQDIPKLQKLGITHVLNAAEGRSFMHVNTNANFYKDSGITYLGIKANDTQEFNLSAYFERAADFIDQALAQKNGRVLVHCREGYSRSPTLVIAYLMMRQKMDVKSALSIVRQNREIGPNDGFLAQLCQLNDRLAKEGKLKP
PrPC TRFRET: inhibitors of human cell surface prion protein PrPC, primary screen, cell-based, TR-FRET; Major prion protein (Homo sapiens), P04156; TR-FRET read-out; inhibition, % at 13.8 µM; hit rate 0.43% among 370,000; AID 720596, 2013; in the data active means inhibition above about 24%; further: 0% = median of the test wells and 100% = reference compound wells
An asterisk follows results filed as active; i = inactive; ? = inconclusive; . = no result given; & = joins results of further samples. Unless noted, no stated cut-off is given here; in the data, active means inhibition above about 30%; inconclusive means no clear call, values can overlap the other calls; inactive means below that. Some of the compounds tested; rates above refer to the full screens.

Results follow in this order: BoNT-A LC inh2, PrPC TRFRET, MazEF act, SSB-PriA inh, CCHF vOTU inh, Anthrax LF inh2, 3CLpro inhibitor, Rv3671c protease, BoNT F protease, DUSP3 inh
- COCCSc1ccccc1C(=O)Nc1ccc(S(=O)(=O)N2CCOCC2)cc1
→ -0.2, 8, 0, -9, -3, -2, 5, ., 2, 21
- CCOC(=O)c1c(NC(=O)CSc2ncccn2)sc(C(=O)NC)c1C
→ ., 7, 3, -9, 3, ., ., 5, ., .
- N#Cc1ccc(NC(=S)NCCN2CCOCC2)cc1
→ -0.5, 11, 1, 0, -8, -6, 3, 8, 0, 2
- O=C(Cn1cnc2cc([N+](=O)[O-])ccc2c1=O)Nc1ccccc1-c1ccccc1
→ 0.6, -47, 7, -4, 7, 2, 5, -10, -3, -9
- C=CCN(c1ccccc1)S(=O)(=O)c1cccc(C(=O)NNC(=O)c2ccccc2O)c1
→ -2.1, 7, 3, 6, 7, 3, ., 3, 0, .
- COC(=O)N/N=C/c1cc(Cl)c(OCc2ccc(F)cc2)c(OC)c1
→ -0.6, 7, 10, ., -2, -5, 0, 1, -8, -7
- O=C(N1CCOCC1)N1CCN(Cc2ccccc2)CC1
→ ?, 0, -4, -10, -1, -12, 6, 7, 13, -1
- N/C(=N/O)c1nc(N2CCCCC2)nc(N2CCCCC2)n1
→ -0.2, -2, 5, ., -1, -6, 2, 0, -1, -4
- COc1ccc(/C=N/NC(=O)c2c(C)nc3ccc(Br)cn23)cc1OC
→ 7.0, -6, -16, i, -7, 15, 0, 1, ?, -15
- Cc1ccc(C2=N/C(=C\c3cccnc3)C(=O)O2)cc1
→ 0.0, -6, -17, 2, -7, -1, -2, 4, -2, -7
- O=C(CCC(=O)c1cccs1)NCC(c1ccc(F)cc1)N1CCOCC1 (configuration not stated)
→ 7.0, 0, -2, 3, 24, 14, ., 5, 4, .
- COC(=O)CCC(=O)OC1(C)C(=O)C2=COC(c3ccc(OC)cc3)=CC2=C(Br)C1=O (configuration not stated)
→ ., ., -35, -9, ., ., ., 1, ., -4
- Cc1occc1C(=O)NNC(=S)Nc1cccc([N+](=O)[O-])c1
→ 0.2, -17, -3, -2, 4, 1, 6, 8, -9, 24
- Cc1ccc(C)c(S(=O)(=O)NC2CCS(=O)(=O)C2)c1 (configuration not stated)
→ ?, -5, 4, 5, -6, 3, ., -2, ?, .
- Oc1ccccc1C(=S)N1CCN(C(=S)c2ccccc2O)CC1
→ -5.7, -9, 16, -6&-10, -8, -15, -2, -18, 12, -2
- O=C(c1c[nH]c2ccccc2c1=O)N1CCCCCC1
→ -0.4, 2, 8, -7, 11, -3, 4, 6, -3, 1
- O=C1CCCCC1CCc1ccncc1 (configuration not stated)
→ -0.2, 5, 2, -10, -19, 5, ., ., -4, .
- c1ccc(-n2ncc3c(NCCN4CCOCC4)ncnc32)cc1
→ 0.5, -5, 3, 0, -5, 1, 1, -7, 0, 21
- COc1ccc(NC(=O)CCc2nnc3ccc(N4CCC(C)CC4)nn23)cc1OC
→ 0.8, -8, 5, -10, 15, 2, 0, 4, 1, 6
- COc1ccccc1C1C=C(c2ccc(C)cc2)Nc2nnnn21 (configuration not stated)
→ -0.9, -1, -21, -15, 9, -2, -2, -3, -14, 10
- CN(C)S(=O)(=O)c1ccc(C(=O)Nc2ccccc2SCCC#N)cc1
→ 0.3, 7, 2, 8, 1, 2, 3, 6, -2, 32
- COC(=O)c1ccc(C(=O)OC)c(NC(=O)N2c3ccccc3Sc3ccccc32)c1
→ -0.2, 0, -28, -10, -5, 8, -1, 0, -5, -1
- Cc1ccc(S(=O)(=O)N2CCSC2c2ccco2)cc1 (configuration not stated)
→ 0.5, 9, -6, -2, 19, -1, -6, 8, 11, 24
- Cc1ccc(C2C(C(=O)c3cccs3)=C(O)C(=O)N2c2cccc(C)n2)cc1 (configuration not stated)
→ -0.2, 2, -4, -5, 2, -1, 4, -1, 6, -3
- CCn1c(SCC(=O)c2c[nH]c3ccccc23)nc2cc(S(=O)(=O)N3CCOCC3)ccc21
→ 49*, -5, -28, 4, -7, 18, 0, -11, -16, 15
- CC(=O)Nc1ccc(S(=O)(=O)N2CCN(c3cc4c(cc3[N+](=O)[O-])n(C)c(=O)n4C)CC2)cc1
→ 6.9, -38, 8, 13, 8, -8, -1, -8, 7, 18
- COc1cc(OC)cc(C(=O)NCc2ccc(-n3cccc3)cc2)c1
→ -0.9, 9, 5, -4, -17, 1, 2, -5, -2, 30
- COc1ccc(NC(=O)CSc2nnc(NC(=O)C3CCC3)s2)c(OC)c1
→ -4.4, 0, 13, -7, 7, 2, -5, -8, -14, 22
- CCOC(=O)c1cn(Cc2ccc(C)cc2)c2cc(F)ccc2c1=O
→ -2.3, 4, 9, -19, 12, -5, -1, 2, -29, 11
- Cc1ccc(NC(=O)C(Cc2ccccc2)N2C(=O)C3C4CCC(C4)C3C2=O)cc1Cl (configuration not stated)
→ 0.4, -4, 2, -9, 0, -5, 8, -19, 1, -1
- Cc1nn(C)c(C)c1NC(=O)CCCSc1nc(-c2ccco2)cc(C(F)(F)F)n1
→ 0.0, 2, 0, -23, 11, 0, -4, -14, 4, 31
- COc1ccccc1CNC(=O)CN(Cc1ccc(Cl)cc1)S(C)(=O)=O
→ -1.2, 5, -6, -5, -2, 0, 3, 2, -4, 18
- COc1ccc(C(=O)N2CCN(S(=O)(=O)c3ccc(C)cc3C)CC2)cc1S(=O)(=O)N1CCOCC1
→ 0.2, 4, -3, -5, -16, -6, ., ., 4, .
- COC(=O)c1ccccc1NC(=O)COC(C)=O
→ 0.0, -1, -4, -6, 7, 0, -5, -3, -7, 21
- O=C(c1ccccc1)N(Cc1ccc(F)cc1)Cc1nc2ccccc2c(=O)[nH]1
→ -0.6, -1, -2, 3, 1, -4, -1, 5, -6, 22
- Cc1cccc(C)c1NC(=O)CN(C)C(=O)Cc1cccc(C(F)(F)F)c1
→ -0.2, 8, -9, -8, 3, -12, 1, 2, 16, 17
- CCN1CCN(c2ncnc3sc(C(=O)Nc4ccccc4F)c(C)c23)CC1
→ 0.8, -8, 2, -6, 20, -11, 1, -6, 6, 19
- CCOC(=O)CN1NC2(CCC(C(C)(C)C)CC2)NC1=S (configuration not stated)
→ 0.3, -3, -3, -2, 14, 0, -1, -3, -1, 7
- Cc1cccc(OCCCn2c(=O)oc3ccc(C)cc32)c1
→ -0.6, 8, -1, -7, -4, -3, 2, 1, -6, 8
- O/N=C1\CC/C(=N\O)c2nn(-c3ccc(Cl)cc3Cl)nc21
→ 0.7, 7, 4, ., 8, -1, -1, -4, 6, 17
- COC(=O)c1ccccc1NC(=S)NC(=O)c1ccccc1C
→ -0.3, 1, -3, -13, -14, -2, 0, -5, -8, 28
- Cc1ccnc(SCCn2c(N(C)Cc3ccccc3)nc3c2c(=O)n(C)c(=O)n3C)n1
→ -0.5, -6, 4, -7, -1, -14, 2, 6, -7, .
- COC(=O)C1=C(C(=O)OC)SC(=C2C(=S)C(C)(C)N(C(=O)C(C)C)c3ccccc32)S1
→ 6.8, -3, -10, 56, 2, 2, 3, 4, -12, -26
- Nc1[nH]c(C(=O)c2ccccc2)c(-c2ccc(C(F)(F)F)cc2)c1C(=O)NCc1ccc(Cl)cc1Cl
→ -1.3, -2, ., ., 4, -12, ., ., -3, .
- CC1(C)CNC(=O)c2sc(N3CCOCC3)nc2C1
→ 1.0, -10, -10, -11, -9, 0, 0, -4, -3, -3
- O=C(O)c1ccccc1Nc1ccnc(Cl)n1
→ -0.2, -6, -24, -2, -1, -6, 6, 6, 7, 17
- Nc1nc(=O)c2ccccc2s1
→ -0.6, 3, 1, -19, -14, -3, ., ., 5, .
- CCN(c1ccccc1)S(=O)(=O)c1ccc(NC(=S)NC(=O)c2ccc(Br)o2)cc1
→ 0.2, -3, -6, 5, -8, 6, -3, 0, 9, 41
- CC(NC(=O)CSc1n[nH]c(=O)[nH]c1=O)C1CC2CCC1C2 (configuration not stated)
→ ., 1, 12, -3, 2, ., -2, -3, ., 14
- O=C(NCc1cccnc1)c1cc(C2CCCCN2C(=O)c2ccc3ccccc3c2)on1 (configuration not stated)
→ -0.2, -10, ., ., 1, -8, ., ., -2, .

The list continues.
Results follow in this order: BoNT-A LC inh2, PrPC TRFRET, MazEF act, SSB-PriA inh, CCHF vOTU inh, Anthrax LF inh2, 3CLpro inhibitor, Rv3671c protease, BoNT F protease, DUSP3 inh
- Cc1cc2c(c(SCC(=O)NCc3ccc(Cl)cc3)n1)C(=O)OC2
→ -0.8, 0, 5, -8, -3, -1, 3, 5, -3, 1
- O=C(NC(=S)NCC1CCCO1)c1ccco1 (configuration not stated)
→ -0.5, 1, -4, -13, -17, -6, 3, -2, -3, 32
- COC(=O)C(=CC(=CN(C)C)C=C(C(=O)OC)C(=O)OC)C(=O)OC
→ 1.0, -2, 2, -8, 9, -4, 1, 4, ?, 2
- O=C(CNC(=O)c1ccccc1F)NCCc1ccc(Cl)cc1Cl
→ -0.5, 7, 3, 3, 4, -1, 0, -8, 6, 12
- CC1(C(=O)NCCCN2CCCC2=O)CCN1CCc1ccccc1 (configuration not stated)
→ -0.6, -10, ., ., 1, 0, ., ., -6, .
- C=CCOc1ccc2ccccc2c1CNn1c(C)n[nH]c1=S
→ -1.2, -4, -4, -15, -7, -5, 4, 2, ?, 6
- COc1ccc(NC(=S)NNc2ccc(C(=O)O)cc2)cc1
→ 1.3, -1, 1, -7, 1, 1, 1, -2, 0, -26
- Nc1ncnc2c1ncn2[C@@H]1O[C@H](C(=O)NCC(F)(F)F)[C@@H](O)[C@H]1O
→ -0.4, 8, ., ., 14, -5, ., ., -1, .
- CCCN1C(=O)CN(C2CCCCCC2)C(=O)C1c1ccc(C)cc1 (configuration not stated)
→ -1.2, -9, -6, -5, -11, 2, 0, 1, -2, 35
- NC(=O)c1nsc(C(=O)N(c2cccc(F)c2)C(C(=O)NC2CCCC2)c2ccco2)c1N (configuration not stated)
→ 0.3, 5, 7, -2, 4, -1, -1, 4, 0, 40
